RmlCD inh 1536: M. tuberculosis RmlC/RmlD inhibition; P9WH09+P9WH11; inhibition, % at 3.6 µM; RmlC+RmlD coupled enzyme assay, percent inhibition; primary screen in compound mixtures; actives 0.03% (n = 160,000); in the data active = inhibition mostly above about 34%, no sharp cut-off; also: some results filed as inactive read as strong as hits
M. tuberculosis GlmU: inhibition of mycobacterial GlmU enzyme – biochemical, glucosamine-1-phosphate acetyltransferase (AID 1376); M. tuberculosis GlmU acetyltransferase enzyme assay; higher % means a stronger effect; inhibition, %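 (tested at 30 µM in the primary screen)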; hits with a dose series show IC50 in µM; actives 0.25% (n = 220,000); in the data active = inhibition above about 13%;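 also: 0% = complete reaction with vehicle and 100% = reaction without substrate; strong numbers were not always called active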
Active calls of the source: *; . = no result given; & = joins results of further samples.

Values in the order – RmlCD inh 1536 | M. tuberculosis GlmU
1) CC(C)=CCOc1c2ccoc2cc2oc(=O)ccc12
  . | -5.4%
2) CCC(NC(C)C)C(O)c1ccc(O)c2[nH]c(=O)ccc12 (stereo unspecified)
  . | -3.4%
3) N#Cc1ccc(C(c2ccc(C#N)cc2)n2cncn2)cc1
  -13 | 5.1%
4) COc1cc2ncnc(Nc3cccc(Cl)c3)c2cc1OC
  -8 | .
5) C=CC[n+]1ccc(/C=C2\C=Cc3cc(C)ccc3N2CC)c2ccccc21
  0 | 0.1%
6) CCOC(=O)[C@H](CCc1ccccc1)N[C@@H](C)C(=O)N1Cc2ccccc2C[C@H]1C(=O)O
  . | 4.8%
7) NC(N)=O
  . | -1.5%
8) Cc1ccc(=O)n(-c2ccccc2)c1
  . | 4.7%
9) Cc1ccc(N(CC2=NCCN2)c2cccc(O)c2)cc1
  . | -2.0%&3.9%&2.3%
10) CNCCCN1c2ccccc2CCc2ccccc21
  . | -4.9%
11) Oc1ccc(C2CNCCc3c2cc(O)c(O)c3Cl)cc1 (stereo unspecified)
  . | 4.0%
12) CN(C)CCCC1(c2ccc(F)cc2)OCc2cc(C#N)ccc21 (stereo unspecified)
  0 | 4.0%
13) CC(=O)Nc1ccc(CC(=O)O)cc1
  -6 | 4.2%

Entries by screen from the list.
Compounds 2 to 10 in M. tuberculosis GlmU, in turn: -3.4%, 5.1%, ., 0.1%, 4.8%, -1.5%, 4.7%, -2.0%&3.9%&2.3%, -4.9%

An excerpt of these results, in markdown:
| item | smiles | RmlCD inh 1536 | M. tuberculosis GlmU |
| --- | --- | --- | --- |
| 9 | Cc1ccc(N(CC2=NCCN2)c2cccc(O)c2)cc1 | . | -2.0%&3.9%&2.3% |
| 7 | NC(N)=O | . | -1.5% |
| 5 | C=CC[n+]1ccc(/C=C2\C=Cc3cc(C)ccc3N2CC)c2ccccc21 | 0 | 0.1% |
| 11 | Oc1ccc(C2CNCCc3c2cc(O)c(O)c3Cl)cc1 (stereo unspecified) | . | 4.0% |
| 4 | COc1cc2ncnc(Nc3cccc(Cl)c3)c2cc1OC | -8 | . |

Compound activity (PubChem BioAssay)

A portion of the library; the hit share may differ from the screen's.
